TGFb SMAD3 inh: qHTS for Inhibitors of TGF-b; HepG2 CAGA-GFP TGF-b/SMAD3 reporter, GFP fluorescence, 18 h; TGF-beta stimulated, 500 pg/mL final; Potency, µM (highest dose often 46.1 µM), for the others: top-dose activity, negative = inhibition, usual class: inhibitors; 410,000 compounds, 1.2% hits; AID 588855, 2011; note: potency is the fitted concentration of half-maximal effect; % is set by controls: 0 for no effect and ±100 for the full control effect; nearly all actives have a fitted effect of over 65% in size
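Smad-responsive CAGA-GFP expression was quantified in HEPG2 cells exposed to compounds and 500 pg/mL final TGF-beta for 18 h at 37 degrees C; unstimulated wells defined full inhibition.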
ATXN viability: Viability Counterscreen for Primary qHTS for Inhibitors of ATXN expression; 400,000 compounds, 0.49% hits; S2 cells (HEK-293 line with an ATXN2-luciferase reporter) viability, CellTiter-Fluor protease fluorescence, 24 h; Potency, µM (highest dose often 56.7 µM), hits mostly cytotoxic; note: potency is the fitted concentration of half-maximal effect; nearly all actives have a fitted effect of over 40% in size
ATXN2 expr inh: Primary qHTS for Inhibitors of ATXN expression; HEK-293 ATXN2-luciferase reporter, luminescence, 24 h; Potency, µM (top dose mostly 57 µM), without a hit: top-dose activity change, negative = inhibition, hits mostly inhibitors; 360,000 compounds, 0.72% hits; note: potency is the fitted concentration of half-maximal effect; % is set by controls: 0 for no effect and ±100 for the full control effect; nearly all actives have a fitted effect of over 55% in size
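qHTS (up to 57 uM final) was run with 24 h compound exposure of reporter cells at 37 °C. Each well was multiplexed: SteadyGlo luminescence measured ATXN2-luciferase expression after a fluorogenic Gly-Phe-AFC viability readout (25 uM final).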
Nrf2 block: Nrf2 qHTS screen for inhibitors; Potency, µM (highest dose often 46 µM), for the others: at the top dose activity change, negative = inhibition, hits mostly inhibitors; 360,000 compounds, 2.1% hits; A549 ARE-Fluc reporter, luciferase luminescence, 18-24 h; note: potency is the fitted concentration of half-maximal effect; % is set by controls: 0 for no effect and ±100 for the full control effect; nearly all actives have a fitted effect of over 60% in size
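Reporter: ARE-Fluc in A549. Exposure: 18-24 h, 37 °C, 5% CO2, 5% FBS OPTI-MEM. Readouts: fluorescent cytotoxicity (CellTiter-Fluor), then luminescent Nrf2 signal after BugLite.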
HepG2 tox: qHTS for Inhibitors of TGF-b: Cytotox Counterscreen; Potency, µM (highest dose often 46.1 µM), inactives show top-dose activity change, negative = cytotoxicity, hits mostly cytotoxic; AID 588856, 2011; 410,000 compounds, 0.76% hits; HepG2 CAGA-GFP viability, ATP luminescence, 18 h; note: potency is the fitted concentration of half-maximal effect; some results filed as inactive show a strong effect at the top dose
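CellTiter-Glo luminescence gave cytotoxicity after 18 hours at 37 degrees C. The cells were HepG2 CAGA-GFP in 1% FBS DMEM, stimulated with 500 pg/mL TGF-beta after compound addition. %Activity was normalised to no-cell wells (complete cell-killing) and DMSO (no toxicity), and curves were fitted and classified.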
IL-1B inflam inh: qHTS for Inhibitors of Inflammasome Signaling: IL-1-beta AlphaLISA Primary Screen; THP-1 LPS/ATP IL-1B secretion, AlphaLISA, 16 h; active compounds read low; activity change, % at 57.5 µM; 360,000 compounds, 4.7% hits; AID 743279, 2014; in the data active = activity change below about -50%; inconclusive = mostly about -30% to -49%; note: % is set by controls: 0 for no effect and ±100 for the full control effect
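THP-1 cells pretreated 1 hr with compounds (up to 57.5 uM final), then stimulated with LPS (250 ng/mL final) plus ATP (1.25 mM final); secreted IL-1B measured by AlphaLISA after 16 hr, decreased signal indicating inhibition.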
MCF10A rereplic: A quantitative high throughput screen for small molecules that induce DNA re-replication in MCF 10a normal breast cells. MCF 10A DNA re-replication, Hoechst nuclear intensity, 48 h. Potency, µM (top dose mostly 46.1 µM), for inactives: at the highest dose activity, positive = re-replication, most hits filed as activators. 350,000 compounds, 2.9% hits. AID 624296, 2012; note: potency is the fitted concentration of half-maximal effect; % of control where 0% means no effect; nearly all actives have a fitted effect of over 50% in size
Nrf2 activator: qHTS of Nrf2 Activators. AID 624171, 2012. 410,000 compounds, 0.31% hits. AREc32 ARE-luciferase reporter (MCF7-derived line), luminescence, 24 h. Potency, µM (titrated, usually from 46.1 µM), without a hit: at the highest dose activation, actives largely listed as activators; note: potency is the fitted concentration of half-maximal effect; % of control where 0% means no effect; nearly all actives have a fitted effect of over 65% in size
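AREc32 cells carrying an ARE-driven firefly luciferase, 1000 cells/well in OPTI-MEM with 5% FBS, dosed after overnight attachment and incubated 24 hr at 37 deg C. Steady-Glo luminescence read after 30 min at RT.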
A549 viability: Nrf2 qHTS screen for inhibitors: counterscreen for cytotoxicity. A549 ARE-Fluc cells, CellTiter-Fluor viability, 18-24 h. Potency, µM (doses to about 46 µM), for inactives: at the highest dose activity change, negative = cytotoxicity, most hits filed as inhibitors. 390,000 compounds, 0.16% hits; note: potency is the fitted concentration of half-maximal effect; % is set by controls: 0 for no effect and ±100 for the full control effect
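Cytotoxicity counterscreen: CellTiter-Fluor fluorescence was measured in A549 ARE_Fluc cells after 18-24 h of compound exposure in a concentration series. The subsequent BugLite luminescent read reports ARE-luciferase activity.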
* marks the source's active call; other numbers are inactive results; i = inactive; u = inconclusive; x = not tested or not shown; & = joins results of further samples; [ ] = remark or other dose. Unless noted, calls come from the whole dose curve; as a rule, active = well fitted curve in the direction sought with a large enough effect; inconclusive = small, poorly fitted or top-dose-only effect, or another doubt; inactive = no such curve, though single readings can be large; an effect the other way counts as inactive or inconclusive. Rows were taken by chance. Share with any hit: about 8.8%.

Below each SMILES: A549 viability, Nrf2 activator, IL-1B inflam inh, HepG2 tox, ATXN2 expr inh, MCF10A rereplic, ATXN viability, TGFb SMAD3 inh, Nrf2 block
1) Cc1ccc(S(=O)(=O)c2c(C)cc(C)nc2N2CCCCC2)cc1
    8%, 0.1%, 7, -18%, -12%, 9%, i, 6%, 2%
2) COC(=O)c1sccc1NC(=O)CC1C(=O)NCCN1C(=O)c1c(F)cccc1Cl (stereo not given)
    1%, 0.5%, 15, -21%, -8%, -2%, i, -14%, -14%
3) CC(C)c1nccn1S(=O)(=O)c1cccc([N+](=O)[O-])c1
    3%, -0.1%, 19, -16%, -3%, -1%, i, -15%, 5%
4) CCOc1cc(/C=N/NC(=O)CSc2nncn2C)ccc1OC(=O)c1ccc(Cl)cc1
    3%, 0.2%, -6, -13%, -30%, 7%, i, u, 21µM*
5) CNCCc1ccccn1
    1%, -0.4%, 26, 9%, 3%&7%, -6%, i, 20%, 2%
6) CCC(C)c1ccccc1N1CC(C(=O)Nc2ccc(S(=O)(=O)N3CCOCC3)cc2)CC1=O (stereo not given)
    1%, -0.6%, -9, -1%, -2%, 6%, i, -16%, u
7) O=C(NCc1ccc(F)cc1)C1CCN(S(=O)(=O)c2ccc3c(c2)OCCCO3)CC1
    0%, -0.5%, -28, -3%, -17%, 11%, i, -7%, 6%
8) C=CCN1CC(c2nc3ccccc3n2Cc2ccccc2)CC1=O (stereo not given)
    -7%, -0.3%, -8, -11%, -1%, 11%, u, -2%, 17%
9) CCOc1ccc(-c2cc3nc(C4CCN(C(=O)OC(C)(C)C)CC4)c(C(=O)Nc4ccc(C(=O)OC)cc4)cn3n2)cc1
    9%, -0.2%, x, -3%, 7%, x, i, 1%, 17%
10) Brc1cccc(CN2CCCCCC2)c1
    0%, 0.4%, 11, 14%, 3%, 6%, i, -5%, 9%
11) O=C(Nc1cccc(Cl)c1)Nc1nccs1
    4%, 21%, 27, -30%, x, 9%, x, u, u
12) COc1ccc2c(c1)OC[C@H]1[C@H]2N2C(=O)c3cc(Br)ccc3NC(=O)[C@@]2(C)[C@H]1c1ccccc1
    -3%, 3.2%, -13, -2%, -7%, -10%, i, 0%, 8%
13) O=C(Cc1cccs1)N[C@@H]1c2ccccc2CC[C@@H]1OCc1ccccc1
    2%, -1.0%, 16, 2%, -20%, -2%, i, -1%, -6%
14) CSc1ccc(CCCCCCOC(=O)C(C)(C)C)cc1
    -6%, -0.4%, 1, 1%, 2%, 10%, i, 12%, 4%
15) Cc1cc(C)c2c(c1)cc(C)c1nnc(SCC(=O)Nc3ccc(S(=O)(=O)N4CCCCC4)cc3)n12
    2%, 3.4%, 1, 13%, 12%, -3%, i, u, -10%
16) O=C(COc1coc(CN2CCN(c3ccccc3)CC2)cc1=O)NC1CCCCC1
    -9%, 0.3%, 2, -2%, -13%, 5%, i, 20%, -27%
17) COc1ccc(CC(C)Nc2cccc(SC)c2)cc1 (stereo not given)
    u, 7.0%, 19, -4%, x, -1%, i, -8%, 10%
18) CCOc1ccccc1NC(=O)CSc1nnc(Cc2cccn2C)n1-c1ccc(F)cc1
    4%, -1.0%, -29, -19%, 0%, -1%, i, -3%, -8%
19) OCC(Cc1ccc2c(c1)OCO2)C(CO)Cc1ccc2c(c1)OCO2 (stereo not given)
    -4%, 0.1%, -6, -5%, 3%, 12%, i, -3%, -5%
20) COc1ccc(NC(=O)c2oc3ccccc3c2C)c(OC)c1
    -9%, 8.3%, 0, 6%, 19%, -1%, i, -8%, u
21) c1ccc2nc3c(ccc4ccccc43)cc2c1
    8%, u, 7, -33%, 99%[activator], u, i, 0%, u
22) C/C(=N\NC(=O)Cc1c(Cl)cccc1Cl)c1cccnc1
    4%, 0.2%, 0, 1%, -1%, -4%, i, 21%, -9%
23) CC1C(=O)N(Cc2cn(CCC3OCCO3)nn2)CCS(=O)(=O)N1Cc1ccc(-c2ccc(Cl)c(Cl)c2)cc1 (stereo not given)
    x, 5.0%, -19, -58%, u, x, x, u, x
24) Cc1nc2ccc(S(=O)(=O)N(C)CC(=O)Nc3ccccc3F)cc2s1
    5%, -0.7%, 15, -5%, -26%[11.3 µM], 2%, i, -5%, -6%
25) O=S(=O)(NCc1ccc(F)cc1)c1ccc(Br)cc1Br
    -2%, -0.1%, 22, -28%&-15%, -14%, 8%, i, u, -14%
26) Cc1ccc(S(=O)(=O)NCC(=O)NNC(=O)c2ccc(Br)cc2)cc1C
    0%, 1.9%, -9, 2%, 6%, 6%, i, -2%, -6%
27) N#Cc1cnc(Oc2ccc(Cl)cc2)nc1N
    -1%, 0.6%, -13, 9%, 58%[activator], -1%, i, -2%, u
28) CCc1cc(C(=O)O)c(NC(=O)/C=C/c2ccc(OC)c(OC)c2)s1
    -5%, 0.0%, 8, -6%, x, -4%, u, 9%, -12%
29) CCOc1ccc(CCNC(=O)C2CC(=O)N(CCc3ccc(OC)c(OC)c3)C2)cc1OCC (stereo not given)
    14%&2%, -0.4%&-0.8%, 4, -3%&3%, -6%, 1%, i, 59%&0%[activator], 11%
30) COc1ccc(N2CCOCC2)c(NC(=O)c2ccc(Br)o2)c1
    -1%, -1.3%, 0, -12%, -28%, 2%, u, -5%, 9%

Sorted by molar mass (lowest first): 10 of the compounds above
Below each SMILES: A549 viability, Nrf2 activator, IL-1B inflam inh, HepG2 tox, ATXN2 expr inh, MCF10A rereplic, ATXN viability, TGFb SMAD3 inh, Nrf2 block
21) c1ccc2nc3c(ccc4ccccc43)cc2c1
    8%, u, 7, -33%, 99%[activator], u, i, 0%, u
27) N#Cc1cnc(Oc2ccc(Cl)cc2)nc1N
    -1%, 0.6%, -13, 9%, 58%[activator], -1%, i, -2%, u
17) COc1ccc(CC(C)Nc2cccc(SC)c2)cc1 (stereo not given)
    u, 7.0%, 19, -4%, x, -1%, i, -8%, 10%
20) COc1ccc(NC(=O)c2oc3ccccc3c2C)c(OC)c1
    -9%, 8.3%, 0, 6%, 19%, -1%, i, -8%, u
22) C/C(=N\NC(=O)Cc1c(Cl)cccc1Cl)c1cccnc1
    4%, 0.2%, 0, 1%, -1%, -4%, i, 21%, -9%
30) COc1ccc(N2CCOCC2)c(NC(=O)c2ccc(Br)o2)c1
    -1%, -1.3%, 0, -12%, -28%, 2%, u, -5%, 9%
16) O=C(COc1coc(CN2CCN(c3ccccc3)CC2)cc1=O)NC1CCCCC1
    -9%, 0.3%, 2, -2%, -13%, 5%, i, 20%, -27%
26) Cc1ccc(S(=O)(=O)NCC(=O)NNC(=O)c2ccc(Br)cc2)cc1C
    0%, 1.9%, -9, 2%, 6%, 6%, i, -2%, -6%
18) CCOc1ccccc1NC(=O)CSc1nnc(Cc2cccn2C)n1-c1ccc(F)cc1
    4%, -1.0%, -29, -19%, 0%, -1%, i, -3%, -8%
23) CC1C(=O)N(Cc2cn(CCC3OCCO3)nn2)CCS(=O)(=O)N1Cc1ccc(-c2ccc(Cl)c(Cl)c2)cc1 (stereo not given)
    x, 5.0%, -19, -58%, u, x, x, u, x

Going on with the list:
Below each SMILES: A549 viability, Nrf2 activator, IL-1B inflam inh, HepG2 tox, ATXN2 expr inh, MCF10A rereplic, ATXN viability, TGFb SMAD3 inh, Nrf2 block
31) CCc1ccccc1NC(=O)c1ccc2nc(N3CCOCC3)sc2c1
    2%, -0.6%, -3, -26%, -2%, 1%, i, 1%, -30%
32) COc1ccc(CC(=O)OCC(=O)Nc2ccc3[nH]c(=O)[nH]c3c2)cc1
    -12%, -0.6%, 11, -9%, 3%, -1%, u, u, 14%
33) CN(C)CCCN1C(=O)C(=O)/C(=C(/O)c2ccncc2)C1c1cccc(Br)c1 (stereo not given)
    -24%, -0.3%, 23, 6%, 6%, 1%, i, -40%, -16%
34) CCOC(=O)C1(CC)NC(c2ccco2)C2C(=O)N(CC)C(=O)C21 (stereo not given)
    0%, -0.2%, 12, 10%, 2%, -7%, i, -10%, -19%
35) CC1CN(S(=O)(=O)c2cccc(C(=O)NCc3ccccn3)c2)CC(C)O1 (stereo not given)
    6%, -0.8%, 3, -4%, 3%, -4%, i, -1%, -14%
36) S=C(NCc1cccnc1)c1ccccc1
    -2%, 0.4%, 6, -7%, -7%, -1%, i, 0%, -3%
37) CCN(CC)S(=O)(=O)c1ccc2c(c1)N(CC(=O)Nc1ccc(C)cc1C)C(=O)C1CCCN21 (stereo not given)
    -8%, 2.6%, x, -15%, x, x, x, 3%, -8%
38) CCOC(=O)c1nnn(-c2nonc2N)c1CN(CC)c1ccccc1
    0%, 3.1%, 6, -48%, -20%, -3%, i, -14%, -16%
39) CCOc1ccc(/C=C/c2nc(C#N)c(N3CCCCC3)o2)cc1
    -1%, 0.7%, x, -18%, x, x, x, -24%, 23%
40) O=C(Cn1cccc1C(=O)c1ccccc1)NCc1cccs1
    1%, 0.3%, -15, 10%, 11%, -2%, i, u, 28%
41) Cc1ccc(NC(=O)c2cccc(NC(=O)CC3SC(N4CCCCC4)=NC3=O)c2)nc1 (stereo not given)
    -2%, 7.0%, 31, 0%, 13%, 0%, i, -2%, u
42) CCCOc1ccccc1OCC(=O)N1CCN(S(=O)(=O)c2ccc(Cl)cc2)CC1
    3%, -0.1%, -3, -17%, -6%, u, i, u, u
43) CCC(=O)N1CCc2cc(S(=O)(=O)NC(CC(C)C)C(=O)Nc3cc(C)ccc3OC)ccc21 (stereo not given)
    2%, 1.0%, x, -1%, 11%, x, i, -13%, 2%
44) O=C(CSc1ncnc2ccccc12)NCC(=O)c1ccccc1
    4%, 13%, -10, -1%, x, u, i, -7%, -14%

Source: PubChem BioAssay
